Screening results: PubChem, Sanford-Burnham Center for Chemical Genomics
NALP3 yeast inh: NALP3 inhibition in yeast. inhibition, % at 10 µM. hit rate 0.39% among 330,000. Yeast reconstituted NLRP3/ASC/caspase-1, beta-gal luminescence, 24 h;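 active = inhibition of 50% or more; inactive = inhibition below 50%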;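 note: plate controls were induced DMSO wells for no effect and uninduced yeast grown without galactose for full effect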
tim23-1 inh: growth inhibitors of tim23-1 mutant yeast; S. cerevisiae tim23-1 growth, BacTiter-Glo luminescence, 24 h; inhibition, % at 20 µM; hit rate 1.3% among 330,000; AID 463212;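 active = growth inhibition of the mutant yeast at or above 50%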;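 note: temperature-sensitive mutant grown at 25 °C; plate controls were DMSO-treated mutant yeast for no effect and medium wells lacking yeast for full effect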
XBP1 UPR activ: adaptive UPR (XBP1) activation. CHO-XBP1 luciferase reporter, IRE1-XBP1 UPR activation, luminescence; percent of tunicamycin response, DMSO as zero. activation, % at 20 µM. hit rate 0.33% among 330,000;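 active = versus positive control, 20 µM dose yields 30% or more activation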;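 note: 100% = tunicamycin at 10 µg/mL and 0% = DMSO only wells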
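incubation = overnight seeding at 37 °C, 6 h compound treatment at 37 °C | assay system = CHO-XBP1 cells stably carrying IRE1-XBP1-driven luciferase reporter | input = 1000 cells per well | detection = luciferase luminescence | dosing = single point, 20 µM final compound, 1% DMSO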
TIM10 inh: inhibits growth of TIM10 yeast strain | S. cerevisiae TIM10 strain growth, BacTiter-Glo luminescence, 24 h | inhibition, % at 10 µM | hit rate 1.4% among 330,000 | AID 463195;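 active = inhibition of 40% or more at the single tested concentration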;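 note: wild-type TIM10 isogenic control strain grown at permissive 25 °C; 0% = DMSO yeast wells and 100% = minimal medium wells without yeast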
APJ ag: activates the human apelin receptor APJ; P35414; CHO-K1 APJ PathHunter beta-arrestin, luminescence; 0% DMSO wells, 100% apelin; activation, % at 20 µM; hit rate 0.11% among 330,000;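 active = activation more than six SD over the plate average, tested at 20 µM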;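 note: 0% = DMSO alone and 100% = apelin-13 at 10 nM; some results filed as inactive read as strong as hits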
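Assay system: CHO-K1 cells stably expressing ProLink-tagged human APJ and arrestin–beta-gal acceptor. Compound dosing: 20 µM single point, 1% DMSO. Times: 16-18 h seeding, 90 min dark compound exposure, 60 min detection. Detection: beta-gal luminescence. Evaluation: APJ–arrestin association signal. Controls: negative DMSO alone, positive Apelin-13 at 10 nM.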
tim10-1 inh: tim10-1 yeast growth inhibition; S. cerevisiae tim10-1 ts strain growth, BacTiter-Glo, 24 h; inhibition, % at 20 µM; hit rate 2.2% among 330,000;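 active = inhibition of at least 40%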;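 note: mutant grown at 25 °C; 0% = DMSO wells with yeast and 100% = wells holding no yeast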
NR3A LBD binder: modulates the human NR3A ligand-binding domain; NR3A LBD differential scanning fluorimetry, Tm shift; 0% = protein alone, 100% = glycine-bound protein; AID 1259313; hit rate 2.5% among 340,000; Tm shift relative to glycine control, % at 25 µM;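 active = melting temperature shift of at least 10% of the positive control shift, at one fixed dose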
Mdm2-MdmX inh: inhibitors of human Mdm2/MdmX interaction | SaOS-2 split-luciferase Mdm2/MdmX complementation, luminescence | inhibition, % at 8 µM | hit rate 3% among 330,000 | AID 485346;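 active = inhibition of at least 50% at 8 µM in the primary screen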
Target sequence (O15151 whole entry, looked up): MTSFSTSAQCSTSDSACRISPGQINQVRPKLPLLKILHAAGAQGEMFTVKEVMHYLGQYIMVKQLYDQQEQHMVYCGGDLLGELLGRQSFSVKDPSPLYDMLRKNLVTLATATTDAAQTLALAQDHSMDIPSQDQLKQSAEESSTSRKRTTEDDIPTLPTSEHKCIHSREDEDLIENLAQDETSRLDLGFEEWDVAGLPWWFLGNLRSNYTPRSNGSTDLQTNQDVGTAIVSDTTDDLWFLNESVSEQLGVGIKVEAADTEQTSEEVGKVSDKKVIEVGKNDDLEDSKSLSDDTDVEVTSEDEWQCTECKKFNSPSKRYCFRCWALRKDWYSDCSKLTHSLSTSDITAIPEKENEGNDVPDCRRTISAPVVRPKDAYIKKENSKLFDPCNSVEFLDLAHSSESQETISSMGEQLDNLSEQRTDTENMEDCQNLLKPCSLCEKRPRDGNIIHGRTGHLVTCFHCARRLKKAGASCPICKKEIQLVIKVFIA
Target sequence (Q00987 whole entry, looked up): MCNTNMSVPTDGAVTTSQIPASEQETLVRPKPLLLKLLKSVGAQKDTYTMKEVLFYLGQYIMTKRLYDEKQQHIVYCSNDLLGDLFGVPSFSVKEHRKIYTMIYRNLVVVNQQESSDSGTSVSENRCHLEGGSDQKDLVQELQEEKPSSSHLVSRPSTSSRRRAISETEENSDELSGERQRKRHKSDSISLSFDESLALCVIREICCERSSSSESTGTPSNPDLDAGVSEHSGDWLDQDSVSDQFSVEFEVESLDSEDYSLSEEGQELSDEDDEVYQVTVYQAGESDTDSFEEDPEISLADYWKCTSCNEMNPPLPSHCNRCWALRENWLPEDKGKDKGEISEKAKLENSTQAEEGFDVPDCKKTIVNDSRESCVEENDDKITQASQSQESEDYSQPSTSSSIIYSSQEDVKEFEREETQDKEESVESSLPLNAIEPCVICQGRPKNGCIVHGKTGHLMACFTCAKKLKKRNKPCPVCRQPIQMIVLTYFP
CHOP UPR activ: apoptotic UPR (CHOP) activation | activation, % at 10 µM | AID 449763 | CHO-CHOP luciferase reporter, luminescence; percent of tunicamycin response over DMSO baseline | hit rate 0.34% among 330,000;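 active = at 10 µM dose, activation of 40% or more, normalized to positive control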;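 note: 100% = tunicamycin at 10 µg/mL and 0% = DMSO alone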
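System: CHO-CHOP luciferase reporter cell line | Buffer or medium: F12 medium containing 10% fetal bovine serum | Doses: One dose, 10 µM in 0.5% DMSO | Times: 6 h compound exposure at 37 °C after overnight seeding | Signal: Luciferase luminescence | Read-out: % activation vs tunicamycin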
* hit, by the source's call.

Structure,NALP3 yeast inh,tim23-1 inh,XBP1 UPR activ,TIM10 inh,APJ ag,tim10-1 inh,NR3A LBD binder,Mdm2-MdmX inh,CHOP UPR activ
C[n+]1ccccc1/C=C/c1ccc2ncccc2c1,15,3,-5,-2,1,-10,1,2,-1.0
CC(=O)NS(=O)(=O)c1ccc(NC(=O)c2cc(-c3ccc(C)cc3)nc3ccccc23)cc1,5,9,-2,10,1,15,-17,-9,1.9
Cc1cc(C)nc(CC(N)=O)n1,-7,0,2,6,-3,-1,0,-1,-0.3
COc1ccc(/C=N/NC(=O)CCSc2nc3ccccc3s2)cc1OC,4,26,3,19,1,28,-3,-40,2.4
Cc1ccc(S(=O)(=O)N2CCN(c3cccc(C)c3)CC2)cc1,20,38,-4,7,-1,3,-1,-2,0.5
COc1ccc(C2c3c(ncn(CCCO)c3=N)Oc3ccc4ccccc4c32)cc1 (stereo unspecified),24,11,3,2,-4,-13,-1,81*,0.8
Cc1cccc(C)c1NC(=O)Cn1c(=O)c(N2CCCCC2)c(N)n(C)c1=O,16,-20,3,-13,-4,-7,-10,8,1.2
Cc1ccc(Nc2nc(OC(C(F)(F)F)C(F)(F)F)nc(N3CCOCC3)n2)cc1,8,10,3,4,2,1,-1,21,0.1
COc1ccc(CS(=O)c2nc(C)cc(C)c2S(C)(=O)=O)cc1 (stereo unspecified),7,8,1,-6,-2,7,0,-24,-0.1
O=C(NCc1ccccc1)N1CCCC1,20,-1,1,-8,-2,1,-1,10,1.7
O=C(N/N=C\c1cc(Cl)ccc1O)c1ccc(S(=O)(=O)N2CCCCC2)cc1,13,30,3,35,1,34,-1,32,-2.4
CSc1ncc(C(=O)Nc2ccccc2F)c(-c2ccccc2)n1,2,5,0,-2,-4,19,0,-23,-1.7
Cc1cc2ccccc2n1CCNCc1c(C(=O)N2CCOCC2)nc2ccccn12,7,0,-2,-2,-7,-5,0,18,-1.4
Cc1cccc(C2N=C(N)Nc3nc4ccccc4n32)c1 (stereo unspecified),26,-1,0,20,-2,14,-1,-11,-0.5
COc1ccc(OC)c(C2C(C(=O)c3cccs3)=C(O)C(=O)N2CCN(C)C)c1 (stereo unspecified),9,10,-1,-2,4,2,1,-22,0.4
CCc1ccc(NC(=O)CCNS(=O)(=O)c2cccc3nsnc23)cc1,17,0,-1,-17,-4,6,3,-2,-0.9
O=C1CCCC2=C1C(c1ccncc1)c1c(nc(SCc3ccccc3)[nH]c1=O)N2 (stereo unspecified),12,4,1,12,-1,11,1,-19,-0.9
CC(=O)Nc1ccc(N=NC2C(=O)N(C(N)=S)N=C2C)cc1 (stereo unspecified),24,-12,-4,-9,-2,2,-8,1,3.6
Cc1ccc(/C=C(\CCC(=O)O)c2nc3ccccc3s2)cc1[N+](=O)[O-],3,13,2,-4,-3,27,2,-9,4.3
Cc1ccc(C)c(COC(=O)c2cccc(S(=O)(=O)N3CCCC3)c2)c1,23,16,-1,-8,-1,14,0,7,-1.0
CCN(C(=O)CSc1ncn[nH]1)c1cccc2ccccc12,7,7,-2,1,0,15,0,14,-2.0
Oc1c(Br)cc(Cl)cc1C=Nc1ccccc1Br,4,84*,-3,38,-2,46*,0,6,-0.1
CCCCC1=CC2=CC(=O)C(C)(OC(=O)CC)C(=O)C2=CN1c1cccc(C#N)c1 (stereo unspecified),7,16,-2,21,12,14,-2,18,-1.2
COc1cccc(NC(=O)C2C3C=CC(O3)C2C(=O)NCc2cccnc2)c1 (stereo unspecified),-1,4,-2,-10,-2,6,-2,-11,1.7

Whole records, quoted from the list. Order of values: NALP3 yeast inh | tim23-1 inh | XBP1 UPR activ | TIM10 inh | APJ ag | tim10-1 inh | NR3A LBD binder | Mdm2-MdmX inh | CHOP UPR activ
Listed for `COc1ccc(CS(=O)c2nc(C)cc(C)c2S(C)(=O)=O)cc1` (stereo unspecified) = 7 | 8 | 1 | -6 | -2 | 7 | 0 | -24 | -0.1
Listed for `COc1ccc(/C=N/NC(=O)CCSc2nc3ccccc3s2)cc1OC` = 4 | 26 | 3 | 19 | 1 | 28 | -3 | -40 | 2.4
Listed for `Cc1ccc(Nc2nc(OC(C(F)(F)F)C(F)(F)F)nc(N3CCOCC3)n2)cc1` = 8 | 10 | 3 | 4 | 2 | 1 | -1 | 21 | 0.1
Listed for `Cc1cc2ccccc2n1CCNCc1c(C(=O)N2CCOCC2)nc2ccccn12` = 7 | 0 | -2 | -2 | -7 | -5 | 0 | 18 | -1.4
Listed for `CC(=O)NS(=O)(=O)c1ccc(NC(=O)c2cc(-c3ccc(C)cc3)nc3ccccc23)cc1` = 5 | 9 | -2 | 10 | 1 | 15 | -17 | -9 | 1.9

Carrying on.
Structure,NALP3 yeast inh,tim23-1 inh,XBP1 UPR activ,TIM10 inh,APJ ag,tim10-1 inh,NR3A LBD binder,Mdm2-MdmX inh,CHOP UPR activ
O=C(COc1ccc(S(=O)(=O)N2CCc3ccccc32)cc1Cl)NCc1ccccn1,15,29,0,17,-3,4,-2,15,1.2
CCN=C1S/C(=C\c2sccc2C)C(=O)N1CC,-5,19,8,4,-3,16,0,-27,6.2
CC1(c2ccccc2)NC(=O)N(NC(=O)CSc2n[nH]c(N)n2)C1=O (stereo unspecified),1,6,0,-15,-2,4,0,5,0.3
Cc1ccccc1C(=O)OCC(=O)Nc1cccc(S(=O)(=O)NC2=NCCC2)c1,21,3,0,1,-2,7,0,15,0.8
Cc1nc(SCC(=O)Nc2ccc(OCc3ccccc3)cc2)n[nH]1,19,0,-2,-8,-2,-5,-2,-9,2.7
CCOC(=O)/C(C#N)=C1/C=Nc2ccccc2N1,7,16,4,27,-1,21,5,17,-1.1
CCCCS(=O)(=O)Nc1ccc2cn[nH]c2c1,-11,1,-2,-10,0,24,1,-7,0.1
OCCNc1nc(-c2ccccc2)c2cc(Cl)ccc2n1,7,26,2,17,-5,5,1,22,1.1
COc1cccc(CNC(=O)C(=O)NCC2CCCN2S(=O)(=O)c2cc(C)ccc2C)c1 (stereo unspecified),15,30,-1,7,8,21,1,29,1.3
COC(=O)c1ccc(NC(=O)C2CCCO2)cc1 (stereo unspecified),17,-8,2,-11,0,20,-1,14,0.8
COc1ccc(S(=O)(=O)N2CCC(C(=O)NN3CCCCC3)CC2)cc1OC,-2,6,1,-1,-4,11,-1,-8,0.3
CN(c1ccccc1C(=O)N1CCOCC1)S(C)(=O)=O,14,5,1,10,-2,2,-3,35,-3.9
CCOC(=O)C1CCN(C(=O)/C=C/c2ccccc2OC)CC1,8,12,2,3,-2,19,1,-10,2.3
CCN1CCN(C(=S)c2ccc([N+](=O)[O-])cc2)CC1,10,7,-2,9,-1,2,2,5,0.6
CN(C)C(=O)N1CCN(C(=O)N2CCOCC2)CC1,-2,4,-3,-1,0,16,1,8,0.7
Cc1ccccc1OCC(=O)Nc1ccc(N2CCN(C(=O)c3ccco3)CC2)cc1,24,11,3,-11,5,22,-4,20,-1.6
CCOc1ccc(C(=O)N2CCN(S(=O)(=O)c3cccs3)CC2)c(OCC)c1,0,24,-2,19,-6,31,1,11,-0.6
O=C(NCc1cccs1)c1cccnc1SCCS(=O)(=O)c1ccc(C(F)(F)F)cn1,5,12,0,-4,2,8,-2,16,-1.9
COc1cc(/C=N/NC(=O)c2ccncc2)ccc1OC(=O)c1ccco1,-18,-9,-5,4,1,2,1,8,-1.2
O=C(CSc1ccc(-c2cccc([N+](=O)[O-])c2)nn1)N1CCCCCC1,-46,-11,-1,37,-4,28,0,8,0.9
COC(=O)C1CCN(C(=O)C2CCC(=O)N(CCc3cccc(F)c3)C2)CC1 (stereo unspecified),-3,5,-1,1,7,1,1,-19,0.5
CC(/C=C/C1(O)C(C)CC(=O)CC1(C)C)OC1OC(CO)C(O)C(O)C1O (stereo unspecified),19,4,-1,2,6,-2,0,24,0.7
NC(=O)c1ccc(NC(=O)c2cccc(Oc3ccccc3)c2)cc1,-2,11,-3,-5,-4,7,10,11,-0.7
CNC(=O)/C(C#N)=C/c1cn(CC(=O)OC)c2ccccc12,13,7,-2,-9,-7,-4,1,9,-0.3
COC(=O)C(C)(C)ONC(=O)Nc1ccc([N+](=O)[O-])cc1,13,2,-2,2,-1,20,-2,11,-0.7
COc1cc(OC)cc(C(=O)N2CC(=O)Nc3ccccc32)c1,16,-9,7,-9,-1,-1,-2,43,-1.6
O=c1c([N+](=O)[O-])c(NCCN2CCCCCC2)c2ccccc2n1-c1ccccc1,-1,-13,-1,13,2,10,-2,14,1.2
CCOc1ccc(/C(C)=N/NC(=O)c2nnn(-c3nonc3N)c2-c2cccs2)cc1,5,-17,15,-7,4,-8,1,-2,1.9
Cc1ccc(N(CC(=O)N=Nc2c(O)[nH]c3ccccc23)S(C)(=O)=O)c(C)c1,7,27,1,4,-2,21,-2,-6,-0.2
COc1ccccc1-c1nnc(SC/C(O)=C(\C#N)c2nc3ccccc3[nH]2)n1C1CCCCC1,2,12,-3,11,-2,3,-4,8,-0.2
CCNc1nc(Oc2ccc(C(=O)OCC)cc2)nc(SC)n1,47,24,-1,17,1,21,-2,-22,-1.4
COC(=O)c1sc2ccc(C)cc2c1C(=O)OC,14,16,3,10,-1,9,1,15,-0.1
C[C@H](CO)N1C[C@H](C)[C@@H](CN(C)C(=O)Nc2ccccc2)Oc2c(NC(=O)c3ccncc3)cccc2C1=O,-8,-4,-1,3,-2,-10,-2,35,0.9
Cc1cccc(NC(=O)CSc2nnc(Cn3nnc(-c4ccccc4)n3)n2-c2ccccc2)c1,3,13,2,2,0,12,-7,9,0.7

Sorted by value in TIM10 inh (smallest number first): three of the compounds above.
SMILES | NALP3 yeast inh | TIM10 inh | NR3A LBD binder | Mdm2-MdmX inh
C[C@H](CO)N1C[C@H](C)[C@@H](CN(C)C(=O)Nc2ccccc2)Oc2c(NC(=O)c3ccncc3)cccc2C1=O | -8 | 3 | -2 | 35
COC(=O)c1sc2ccc(C)cc2c1C(=O)OC | 14 | 10 | 1 | 15
CCNc1nc(Oc2ccc(C(=O)OCC)cc2)nc(SC)n1 | 47 | 17 | -2 | -22
